Keap1-Nrf2 PPI: Keap1-Nrf2 protein-protein interaction inhibitors, primary screen, biochemical, fluorescence polarization, single point. Kelch-like ECH-associated protein 1 (Homo sapiens), Q14145. Keap1 Kelch-Nrf2 peptide fluorescence polarization, 1536-well. inhibition, % at 9.4 µM. 340,000 compounds, 0.15% hits. AID 504523, 2011; in the data active means inhibition above about 12%; inconclusive means no clear call, values can overlap the other calls; inactive means below about 7.3%;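 further: human Keap1 Kelch domain with fluorescein labeled Nrf2 9mer peptide probe; 0% = neutral control wells and 100% = peptide positive control; higher means more block of Keap1 binding to Nrf2 peptide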
RTF Ca sens act: cardiac RTF calcium sensitivity activators, primary screen, biochemical, IANBD-TnC fluorescence, EC20 calcium; Troponin I, cardiac muscle (Homo sapiens) + Troponin T, cardiac muscle (Homo sapiens) + …; IANBD-labeled TnC RTF fluorescence at EC20 calcium; 0% EC20 calcium, 100% full calcium; activation, % at 7.2 µM; 340,000 compounds, 0.24% hits; AID 493008, 2010;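 active means activation above the mean over all tested compounds plus 3 SD, cut at about 30% in these data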;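 further: rise in fluorescence read as greater calcium sensitivity of cardiac thin filaments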
DAGLB inhibitor: DAGLB lipase inhibitors, primary screen, biochemical, fluorescence, HTS | Diacylglycerol lipase-beta (Homo sapiens), Q8NCG7 | HEK293T DAGLB membrane lysate, EnzChek fluorogenic substrate | inhibition, % at 5.17 µM | 340,000 compounds, 0.059% hits | AID 504411, 2011; in the data active means inhibition above about 34%;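 further: 0% = enzyme with vehicle and 100% = wells lacking enzyme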
LANA DNA inh: inhibitors of KSHV C-LANA binding to DNA, primary screen, biochemical, fluorescence polarization, FAM-LBS DNA, MBP-C-LANA, single point. Kaposi's sarcoma herpesvirus LANA C-terminal domain (residues 932-1162) DNA binding. inhibition, % at 9 µM. 340,000 compounds, 0.078% hits;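 active means highest replicate inhibition at or above 60% at 9 µM, even if other replicates fall short; inactive means all replicates below 60% inhibition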;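 further: 0% = neutral control wells and 100% = 4 µM acridine orange control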
SR-BI DiI-HDL act: activators of SR-BI mediated DiI-HDL uptake, primary screen, ldlA[mSR-BI] CHO cells, DiI fluorescence. 320,000 compounds, 0.096% hits. AID 504775, 2011. activation, % at 12.5 µM. 3 h; 100 = double the neutral-control signal;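 active means mean replicate activation of at least 60% and every replicate at or above 60%; inconclusive means mean or all-replicate condition met, but not both; inactive means mean below 60% and not all replicates reaching 60%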;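 further: 0% = median plate neutral-control signal and 100% = twice that signal; values of inactives mirror those of a sister screen read the other way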
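Test system: SR-BI-overexpressing, LDLR-lacking CHO cells; Medium: Ham's F12 with 0.5% BSA, HEPES 25 mM, pH 7.4; Schedule: 3 h, 37 °C; Technique: bottom-read fluorescence, 550/595 nm.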
CAL PDZ FP-1: CAL PDZ peptide-binding inhibitors, primary screen, biochemical, fluorescence polarization, Cer-tagged CAL PDZ, HTS; Golgi-associated PDZ and coiled-coil motif-containing protein (Homo sapiens), Q9HD26; purified CAL PDZ, TMR-peptide fluorescence polarization, 1 h; inhibition, % at 20 µM; 330,000 compounds, 0.02% hits; AID 504414, 2011;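 active means highest replicate inhibition of at least 40%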;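 further: plate controls were DMSO neutral control wells for no effect and unlabeled competitor peptide control wells for full effect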
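Material: tagged CAL PDZ protein CerCALP, purified; buffer or medium: sodium phosphate/NaCl buffer pH 7.4 with TCEP, IgG, Thesit; also added: fluorescent TMR peptide probe; schedule: 1 h incubation at room temperature before polarization reading; technique: fluorescence polarization from S- and P-plane intensities, G-factor corrected; control set: unlabelled peptide and DMSO controls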
Cardiac RTF inh: cardiac RTF calcium sensitivity inhibitors, primary screen, biochemical, IANBD-TnC fluorescence, EC70 calcium | Troponin I, cardiac muscle (Homo sapiens) + Troponin T, cardiac muscle (Homo sapiens) + … | IANBD-labeled cardiac RTF, Ca2+ fluorescence | inhibition, % at 7.15 µM | 340,000 compounds, 0.12% hits | AID 493244, 2011;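 active means inhibition above the mean inhibition of all tested compounds plus 3 SD, cut at about 17% in these data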;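 further: assay run at fixed EC70 calcium of 1.6 mM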
CAL PDZ FP-2: untagged CAL PDZ binding inhibitors, primary screen, biochemical, fluorescence polarization, HTS; Golgi-associated PDZ and coiled-coil motif-containing protein (Homo sapiens), Q9HD26; purified CAL PDZ, TMR-peptide fluorescence polarization, 1 h; inhibition, % at 24.9 µM; 300,000 compounds, 0.92% hits; AID 602252, 2012;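 active means mean inhibition of at least 30% with at least half of replicates also reaching 30%; inconclusive means no clear call, values can overlap the other calls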;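 further: 0% = DMSO neutral control and 100% = excess unlabeled competitor peptide PRC23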
Rtt109 Vps75: inhibitors of C. albicans Rtt109/Vps75 HAT, primary screen, biochemical, ThioGlo CoA-SH fluorescence, plate reader; Histone acetyltransferase RTT109 (Candida albicans (strain SC5314 / ATCC MYA-2876)), …; 330,000 compounds, 0.16% hits; purified Rtt109/Vps75, 4 h; inhibition, % at 34.9 µM;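 active means inhibition of at least 50% in every replicate; inconclusive means best replicate reaches 50% inhibition but some replicates fall short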
Target sequence (Q5AAJ8 whole entry, looked up): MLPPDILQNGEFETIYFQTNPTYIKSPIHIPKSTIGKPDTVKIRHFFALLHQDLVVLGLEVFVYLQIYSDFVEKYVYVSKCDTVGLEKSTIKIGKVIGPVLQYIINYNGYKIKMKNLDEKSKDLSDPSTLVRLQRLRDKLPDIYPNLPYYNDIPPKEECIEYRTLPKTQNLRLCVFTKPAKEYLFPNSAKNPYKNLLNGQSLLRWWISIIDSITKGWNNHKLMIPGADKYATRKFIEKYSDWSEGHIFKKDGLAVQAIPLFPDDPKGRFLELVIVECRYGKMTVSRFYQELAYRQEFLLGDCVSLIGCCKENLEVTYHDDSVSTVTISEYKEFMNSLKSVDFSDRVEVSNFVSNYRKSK
PKA-R2B act: activators of PKA-R2B holoenzyme, primary screen, biochemical, fluorescence polarization, Cy5-IP20, human; cAMP-dependent protein kinase catalytic subunit beta (Homo sapiens) + cAMP-dependent …; PKA-R2B holoenzyme dissociation; R2B truncated from residue 108, S112A mutant; 0% DMSO only, 100% 113 µM cGMP; activation, % at 11.4 µM; 340,000 compounds, 0.079% hits; AID 504700, 2011;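 active means activation above a cutoff set at the mean over all compounds plus 3 SD, cut at about 18% in these data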;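 further: higher means more holoenzyme dissociation and a rise in polarization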
Target sequence (P31323 whole entry, looked up, other chains not shown, the tested form may be a part): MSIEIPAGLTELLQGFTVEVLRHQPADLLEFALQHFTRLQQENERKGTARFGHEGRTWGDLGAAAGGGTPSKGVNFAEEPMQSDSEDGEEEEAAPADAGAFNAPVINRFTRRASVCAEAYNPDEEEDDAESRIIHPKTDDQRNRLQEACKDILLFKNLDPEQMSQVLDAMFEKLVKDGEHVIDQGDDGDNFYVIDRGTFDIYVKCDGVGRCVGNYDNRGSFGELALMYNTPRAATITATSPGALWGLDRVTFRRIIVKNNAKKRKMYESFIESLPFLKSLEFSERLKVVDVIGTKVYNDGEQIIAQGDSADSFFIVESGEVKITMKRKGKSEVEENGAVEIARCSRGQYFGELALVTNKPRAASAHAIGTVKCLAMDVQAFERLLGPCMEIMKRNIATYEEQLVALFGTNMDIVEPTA
* = called active by the depositor; ? = inconclusive; / = not tested or not shown.

SMILES	Keap1-Nrf2 PPI	RTF Ca sens act	DAGLB inhibitor	LANA DNA inh	SR-BI DiI-HDL act	CAL PDZ FP-1	Cardiac RTF inh	CAL PDZ FP-2	Rtt109 Vps75	PKA-R2B act
N#Cc1cc([N+](=O)[O-])ccc1NCCN1CCOCC1	1.7	-2.6	0.3	1.3	-4.5	-2.7	12.7	-2.4	2.6	-6.7
CC(C)CC(=O)NC(NC(=O)CC(C)C)c1cccc([N+](=O)[O-])c1	0.9	6.8	0.1	1.5	-5.4	-0.7	-2.6	1.3	-4.4	9.2
CC(C)Oc1ccc(/C(O)=C2/C(=O)C(=O)N(CCCn3ccnc3)C2c2cccnc2)cc1 (stereo not drawn)	-0.5	2.0	1.8	-1.4	13.9	-3.3	-0.2	-0.5	-5.6	-1.1
CC(C)C(NC(=O)OCc1ccccc1)C(=O)NC(Cc1ccc(O)cc1)C(=O)O (stereo not drawn)	2.0	1.5	0.0	1.1	10.0	0.8	-1.2	-1.9	-16.4	-5.3
O=C(CSc1nnc(-c2ccncc2)o1)NCc1ccccc1Cl	3.0	3.0	-2.7	-1.4	21.7	-1.7	2.9	-0.5	8.1	-2.7
CN(C)CCCN1C(=O)C(O)=C(C(=O)c2cc3ccccc3o2)C1c1ccccn1 (stereo not drawn)	-3.1	-2.6	-1.1	1.1	14.5	-0.5	7.0	-3.9	3.3	-3.3
O=C(Cc1ccc(S(=O)(=O)N2CCOCC2)s1)N1CCN(S(=O)(=O)c2cccc(F)c2)CC1	3.0	9.1	-3.2	-3.2	0.4	-0.4	-11.9	-7.5	3.3	-2.2
COc1ccccc1OCCNC(=O)CCNC(=O)c1ccccc1OC	-6.3	1.5	0.5	1.7	-26.6	-0.2	-0.3	/	1.5	-0.6
CCc1ccc(Nc2cc(=O)n(C3CCCCC3)c(=O)[nH]2)cc1	-2.3	-6.0	1.8	-0.9	-18.9	-0.2	0.9	0.6	-1.4	-9.5
Cc1c(Nc2nc3ccccc3nc2NS(=O)(=O)c2cccs2)c(=O)n(-c2ccccc2)n1C	3.6	2.7	3.1	0.1	25.4	0.0	-5.4	1.6	8.7	1.8
CC1CCN(CCNC(=O)CN(C)S(=O)(=O)c2cccc3nsnc23)CC1	-1.6	-1.6	-3.9	-1.1	7.7	0.6	7.0	5.4	-6.0	1.6
Cn1c2ccccc2c(=O)c2ccc(-c3ccc4c(c3)OCO4)cc21	-6.2	11.2	-2.7	1.5	5.7	-0.8	10.7	0.9	-3.4	-0.5
CC(C)(C)NC(=O)C1CCCN(S(=O)(=O)c2cccc3cccnc23)C1 (stereo not drawn)	1.1	5.3	-0.6	0.8	-4.2	-0.9	-10.7	/	-10.5	1.2
COc1ccc(NC(=O)c2ccc(Cc3ccc(C)cc3)o2)cc1	1.6	1.4	-6.8	-0.7	-5.3	-2.6	9.3	-0.7	7.8	-2.9
Cn1c(SCC(=O)Nc2cccnc2Cl)nc2ccccc21	-0.4	-6.9	0.4	1.4	-8.0	-2.1	11.2	/	7.9	5.5
N#CCCN(C1CCCCC1)S(=O)(=O)c1cccc2nsnc12	0.0	0.2	-1.4	-0.9	5.4	-0.3	-3.9	0.4	-3.4	-11.5
Cc1ccc(-c2nn(-c3cccc(F)c3)cc2CNCc2cccnc2)o1	-2.8	14.7	5.9	0.0	9.5	-1.1	-3.1	-1.8	-8.8	-2.9
CC(c1nc2ccccc2c(=O)[nH]1)N(C)c1ccc2ccccc2c1 (stereo not drawn)	-4.3	-4.4	-20.7	0.0	-11.8	-1.7	-18.6	/	-7.1	3.7
O=[N+]([O-])c1cc(C(F)(F)F)ccc1NC1CCN(Cc2ccccc2)CC1	43.2*	/	/	28.6	-15.2	-0.2	/	/	12.7	/
CCOc1cc(C=C(C#N)C#N)ccc1Oc1ccc([N+](=O)[O-])cn1	0.7	5.9	-0.3	-0.2	-11.5	0.3	-5.2	/	21.7	-3.5
O=C(O)Cc1sc(NCCc2ccccc2)nc1-c1ccc(F)cc1	-0.7	4.4	3.7	1.8	/	-0.8	-7.1	/	5.2	6.5
CC1CCCCN1CCCNC(=O)C1CCN(c2nnc(-n3cccc3)s2)CC1 (stereo not drawn)	-6.0	-1.8	3.0	-1.7	-5.7	-0.2	-2.2	0.6	5.3	-0.4
NS(=O)(=O)c1ccc(CNC(=S)NC2CCCCC2)cc1	4.3	-2.5	-1.5	-0.5	5.9	0.5	3.1	-3.1	-0.6	-6.2
O=C(c1c(F)cccc1F)N1CCCc2ccccc21	3.2	2.5	-2.9	-0.6	-8.2	0.6	-2.4	/	-9.4	-6.5
C#CCOCCOCCOCCNc1nc(N2CCN(C(=O)C([C@@H](C)CC)n3cc(C(N)Cc4ccc(O)cc4)nn3)CC2)nc(N2CCN(C(=O)[C@H](CCC(=O)O)n3cc(C(N)CO)nn3)CC2)n1 (stereo partly drawn)	0.3	-0.9	0.9	1.7	17.7	-1.1	-3.0	0.0	?	-2.8
The list goes on:
SMILES	Keap1-Nrf2 PPI	RTF Ca sens act	DAGLB inhibitor	LANA DNA inh	SR-BI DiI-HDL act	CAL PDZ FP-1	Cardiac RTF inh	CAL PDZ FP-2	Rtt109 Vps75	PKA-R2B act
CN(C)c1ccc(/C=[N+](\[O-])C2N(c3ccccc3)C(=S)SC2(C)C)cc1 (stereo not drawn)	-4.8	10.2	0.4	-0.4	21.0	0.5	-6.1	-3.9	-1.0	-9.3
Cc1cccc(CCNC(=O)C2CCN(S(=O)(=O)c3ccccc3)CC2)c1	4.4	2.4	-0.3	2.3	-7.5	-0.3	-11.2	-1.4	5.3	-1.1
Cc1cc(NC(=O)CSc2nnc3c4c(C)c(C)sc4ncn23)no1	2.5	2.9	2.2	0.9	-20.6	-1.9	-4.0	4.0	-9.4	1.1
COC(=O)c1cc(C(=O)N(Cc2ccccc2)c2ccccn2)cc([N+](=O)[O-])c1	-1.7	0.4	0.4	0.8	-2.5	-2.0	-2.7	-1.7	-11.3	-9.8
CC(=O)Nc1cccc(NC(=O)c2cccc(S(=O)(=O)N3CCN(Cc4ccccc4)CC3)c2)c1	4.2	-8.8	3.1	-1.0	-41.8	-1.6	-2.8	-2.9	?	-5.6
CCCNc1cc(C)c(C#N)c2nc3ccccc3n12	-6.6	5.4	-3.1	-0.2	/	0.0	1.2	-0.9	-7.8	-5.9
Cc1cc(Br)ccc1NC(=O)CN(C)C(=O)Cn1c(=O)cnc2ccccc21	-2.5	-1.5	-1.1	-2.1	-4.2	-0.9	3.3	-5.6	0.3	0.1
Cc1cccc(NC(=O)CCCNC(=O)c2ccc(Cl)cc2)n1	-4.8	2.9	2.3	0.4	11.9	-3.1	-9.3	-7.0	-4.5	2.1
Cc1ccc(C)c2[nH]c(=O)c(CN(Cc3cccs3)C(=S)NCc3ccco3)cc12	-4.0	3.7	1.3	-1.3	13.2	-1.1	-8.5	-2.9	5.6	0.8
COc1ccccc1/C=C/CN1CCC(CO)(Cc2ccccc2)CC1	-3.1	16.2	0.6	-1.5	-1.8	/	1.4	1.8	-5.6	-6.9
CN1CCN(C(=O)CNC(=O)Cc2ccc(Cl)cc2)CC1	-1.0	5.1	-0.8	-0.4	-7.7	1.0	-5.9	/	11.6	-5.0
C=CCC1(C(=O)N(C)Cc2ccccc2)CCN(C(=O)OC(C)(C)C)CC1	1.6	-1.8	-6.9	0.8	-5.7	0.5	-8.4	0.6	-3.1	-0.2
COc1cc(C(=O)OC(C)C(=O)NC2CCCCC2C)c([N+](=O)[O-])cc1OC (stereo not drawn)	3.3	-8.6	0.2	-2.3	-19.4	-0.6	-16.2	-6.6	26.2	13.2
CC(=O)Nc1ccc(S(=O)(=O)Oc2ccc(N3C(=O)C4CCCCC4C3=O)cc2)cc1 (stereo not drawn)	-5.6	-2.8	-0.7	1.2	36.4	-0.7	-3.8	-0.7	-1.8	1.8
CCOc1ccc(CNCc2ccccc2Cl)cc1	-1.5	-2.5	-9.0	-0.9	20.0	1.0	-3.2	-0.6	0.8	-1.7
COc1ccc(CNC(=O)C2CCCN(S(=O)(=O)c3ccc(-n4cnnn4)cc3)C2)cc1 (stereo not drawn)	1.7	0.6	-1.0	-0.9	16.6	-1.0	-11.0	-1.7	-1.8	-12.7
COc1ccc(/C=N/N2CCN(c3ccncc3S(=O)(=O)N3CCCCC3)CC2)cc1	-2.4	-0.2	1.8	1.3	-1.9	-0.9	-4.8	-1.7	2.0	-1.1
CC(C)(C)NC(=O)c1ccc2nccnc2c1	-0.9	-5.5	-3.3	1.3	-6.2	0.3	-3.5	-4.6	1.5	-12.5
CC(C)(C)c1nnc(NC(=O)COc2ccc3c(c2)OCO3)s1	0.2	7.9	0.2	0.1	3.6	-1.1	-4.3	-17.8	10.3	-6.8
CCC1Nc2ncnc(N3CCCCC3)c2N(Cc2ccc(OC)cc2)C1=O (stereo not drawn)	-2.0	-2.4	3.2	-0.8	13.2	0.2	4.5	-5.8	-0.2	0.7
Cc1cccc(/C=C2\Oc3cc(OS(C)(=O)=O)ccc3C2=O)c1	-5.1	0.9	-12.4	2.0	-10.5	0.6	-3.0	-3.9	1.6	-1.1
COc1ccccc1OCc1ccc(C(=O)NCC(C)C)o1	-5.3	-1.9	-0.7	0.0	16.5	-1.7	8.4	-4.9	2.0	-6.0
O=C(O)c1ccc(CNC(=O)c2ccc(C(F)(F)F)cc2)cc1	-6.9	5.2	1.4	1.6	4.7	-0.6	-6.0	-2.5	6.1	7.0

Rows were taken by chance. Share with any hit: about 1.6%.
